High-throughput results deposited in PubChem by NCI.
NCI-60 one-dose screen, 48 h, at 10 µM unless noted. Numbers give growth in % (100 = growth as untreated, 0 = no growth, -100 = all killed).
786-0: 786-0 renal cancer cells; 5.1% of 81,000 active; AID 1794775
IGROV1: IGROV1 ovarian cancer. 4.7% of 79,000 active
OVCAR-5: OVCAR-5 ovarian cancer; 2.9% of 82,000 active
SN12C: SN12C renal cancer cells; 3.8% of 81,000 active; AID 1794767
TK-10: TK-10 renal cancer cells | 3.9% of 81,000 active | AID 1794769
SK-OV-3: SK-OV-3 ovarian cancer cells; 3.2% of 80,000 active; AID 1794785
UO-31: UO-31 renal cancer. 5.2% of 81,000 active
OVCAR-4: OVCAR-4 ovarian cancer cells. 3.7% of 80,000 active
* = called active by the depositor; · = no result given; & = joins results of further samples. The calls were made as follows: active = growth percent below 10; inactive = the rest.

SMILES	786-0	IGROV1	OVCAR-5	SN12C	TK-10	SK-OV-3	UO-31	OVCAR-4
CC(=O)O[C@H]1CC[C@]2(C)[C@H]3CC=C4[C@@H]5CC(C)(C)CC[C@]5(C(=O)OCC(COC(=O)C(Cl)Cl)(COC(=O)C(Cl)Cl)NC(=O)C(Cl)Cl)CC[C@@]4(C)[C@]3(C)CC[C@H]2C1(C)C	64	90	86	72	78	86	62	68
Cc1nc2cc(Nc3nc(NCCO)nc(N4CCOCC4)n3)ccc2n1Cc1ccccc1	99	99	88	124	94	102	72	107
OC1CCCCC1O (stereo not given)	104	97	108	102	104	113	94	116
CC(C)CC(=O)Cc1ccccc1	105	102	105	102	100	119	87	106
COC(=O)[C@H](C)Nc1nc(N)nc(N(C)C2CCCCC2)c1C=O	95	129	98	100	115	110	93	98
Cc1cc(Cl)ccc1Nc1nc(C(F)(F)F)ccc1C(=O)N/N=C/c1cccc(O)c1	-31*	28	51	52	86	39	6.0*	34
Brc1sc(Br)c(Br)c1Br	104	118	120	86	107	109	87	101
Cc1cccc2c(=O)n(C(=O)c3ccccc3)c(N)nc12	103	64	109	86	129	94	48	89
COC(=O)CCNc1ccccc1	99	91	81	107	120	105	93	102
O=C1/C(=C/c2ccc(C(F)(F)F)cc2)COc2ccc(O)c(O)c21	-79*	-50*	-34*	-59*	12	82	-99*	25
OCc1ccc(Cl)cc1	95	·	96	92	96	·	86	104
CNC1=C(Br)C(=O)c2c(C(=O)OC)c(C)nc(C)c2C1=O	102	68	97	45	132	116	77	35
Nc1cccc(NC(=O)c2cccc(N)c2)c1	97	89	100	93	99	100	59	104
CCO/C=N/C1=C(C#N)C(c2ccc(OC)cc2)c2c(c3cc(Cl)ccc3[nH]c2=O)O1 (stereo not given)	103	104	102	98	106	108	83	109
CC(C)(C)c1ccc(S(=O)(=O)Oc2ccc(NC(=O)C3CCCCCCC3)cc2)cc1	90	102	105	77	88	89	70	58
O=[N+]([O-])c1ccc(F)cc1F	103	113	96	107	103	103	·	102
CCOC(=O)C1=C(C)N2c3ccccc3-c3ccnn3C2CC1 (stereo not given)	103	91	94	92	117	92	65	·
O=C(COc1ccc(-c2nc3cc(Cl)c(Cl)cc3[nH]2)cc1)N=Nc1c(O)[nH]c2ccccc12	-45*	33	54	-27*	23	5.0*	100	-55*
CC(C)(C)OC(=O)CN1CCc2c(sc3ncnc(N/N=C/c4cccc(Br)c4)c23)C1	60	42	65	60	66	74	31	59
O=C1[C@@H](OS(=O)(=O)C2CCC2)[C@H](c2ccc(F)cn2)N1c1cc2c3ccccc3ccc2c2ccccc12	88	95	109	96	123	97	75	91
CCNc1cccc2ccccc12	97	75	103	99	·	85	81	90
BrC1C2CCC(C2)C1Br (stereo not given)	100	101	107	102	101	121	95	116
COc1ccc(C(=O)/C=C/c2ccc(/C=C/c3ccc(F)cc3)cc2)cc1	95	112	102	102	·	99	94	115
Cc1cc(N2CCCCCC2)nc(N2CCN(CC(=O)Nc3ccc4c(ccn4Cc4ccccc4)c3)CC2)n1	39	50	74	57	83	·	28	46
COc1cc2nc(Cl)nc(Nc3cccc(C4=NN(C=O)C(c5ccc(F)cc5)C4)c3)c2cc1OC (stereo not given)	87	71	96	82	114	113	75	96
Cc1cc(C(=O)Nc2ncc(Cc3cccc(C(F)(F)F)c3)s2)c2ccccc2n1	38	32	48	48	50	36	29	42
CCN1C(=O)N(CC)C2SC(N/N=C/c3ccc(F)cc3)=NC21 (stereo not given)	30	25	48	34	88	37	50	67
O=C1C2Sc3[nH]c(=O)sc3C(CCc3ccccc3)C2C(=O)N1c1ccc(Cl)cc1 (stereo not given)	103	106	101	95	94	119	86	104
O=C(Nc1ccc(-c2ccc3c(c2)NC(=O)/C3=C\c2ccc[nH]2)cc1)NC1CC1	110	97	105	101	108	118	88	98
Cc1cccc(CNc2nc(N)nc3[nH]c4ccc(O)cc4c23)c1	91	90	93	83	90	89	70	87
COc1ccc(-c2cn3c(ccc4ccccc43)n2)cc1	111	78	112	90	126	93	56	101
COc1ccc(Nc2nc(SCCC(C)C)nc(-c3ccc(F)cc3)c2C#N)cc1	92	91	106	91	91	93	88	89
COc1cc2cc(Oc3ccc(NC(=O)Nc4ccc(C(F)(F)F)cc4)cc3)c(C)nc2cc1OC	75	72	93	72	·	39	88	49
CCCCOc1ccc(NC(=O)n2nc(NC(C)=O)c3ccccc32)cc1	91	86	77	71	84	107	50	105
O=C(OCCOC(=O)n1c2ccccc2c2ccccc21)n1c2ccccc2c2ccccc21	100	87	101	92	97	96	66	99
O=C1OC[C@@H]2Sc3[nH]c(=O)sc3[C@H](c3ccc(F)cc3)[C@H]12	101	81	106	84	98	99	89	105

Individual results from the entries so far:
UO-31 with `O=C1OC[C@@H]2Sc3[nH]c(=O)sc3[C@H](c3ccc(F)cc3)[C@H]12` : 89
OVCAR-4 with `Cc1cccc(CNc2nc(N)nc3[nH]c4ccc(O)cc4c23)c1` : 87

Further results:
SMILES	786-0	IGROV1	OVCAR-5	SN12C	TK-10	SK-OV-3	UO-31	OVCAR-4
Nc1nc2c(N=Nc3ccc(Br)cc3)c(N)nn2c(-c2ccc(Cl)cc2)c1-c1nc2ccccc2s1	97	100	98	88	98	97	95	101
C#CCN1C(=O)c2ccccc2N(CC#C)C12CCN(Cc1cn(Cc3nc4ccccc4c(=O)[nH]3)nn1)CC2	115	89	106	101	108	85	73	98
C#CCN(CCCOc1ccc(Cl)cc1Cl)CCCSC(=O)CCCCCN1/C(=C\C=C2/CCCC(/C=C/C3=[N+](CCCCCC(=O)[O-])c4ccccc4C3(C)C)=C2Cl)C(C)(C)c2ccccc21	25	-13*	66	5.1*	50	65	95	57
Cc1cccc(N2CCN(CC(O)COc3ccccc3)CC2)c1 (stereo not given)	103&99	112&109	91&100	96&100	100&90	108&102	78&80	111&97
CCc1nnc(NC(=O)c2ccoc2COc2ccc(C)cc2)s1	96	95	96	93	109	117	79	101
COc1nc2cc(OCc3ccccc3)ccc2cc1-c1nc2c(cnn2-c2ccccc2)c(=O)[nH]1	99	107	116	96	105	99	93	108
C/C(=C\CSCC(NC(=O)CCC(=O)O)C(=O)O)CCCC(C)CCCC(C)CCCC(C)C (stereo not given)	103	99	100	103	98	105	86	102
O=C(N/N=C/[C@@H](O)[C@@H](O)[C@H](O)[C@H](O)CO)c1ccc(NC(=O)c2cccnc2)cc1	110	106	100	101	98	106	91	108
O=C(NCCCl)Nc1ncccc1OCc1ccccc1	100	96	91	97	89	114	95	97
CCOC(=O)c1c(C)oc(C)c(C(=O)OCC)c1=O	104&99	95&114	114	98&113	106&98	95&98	87&97	95&105
O=C(N/N=C/c1ccc([N+](=O)[O-])cc1)c1ccc(C(F)(F)F)nc1Nc1cccc(C(F)(F)F)c1	104	81	80	87	101	100	70	93
NS(=O)(=O)c1ccc(Nc2nc(Nc3ccccc3)nc(N3N=C(c4ccccc4)CC3c3ccccn3)n2)cc1 (stereo not given)	59	59	102	74	126	99	67	71
O=c1[nH]c2ccc(Br)cc2c(O)c1C(c1ccc(Cl)cc1)c1c(O)c2cc(Br)ccc2[nH]c1=O	92	80	101	89	108	82	59	81
COc1cccc(CNc2cccc3cn[nH]c23)c1O	105	89	106	91	92	101	60	81
C/C(=N\NC(=O)CSc1nc2ccccc2c(=O)n1CCc1ccc(S(N)(=O)=O)cc1)c1ccc(N)cc1	101	92	108	96	106	133	80	107
c1csc(CSc2ncnc3nc[nH]c23)c1	109	·	109	84	111	·	81	99
CC(=O)OCC(=O)[C@@]1(O)CC[C@H]2[C@@H]3CC(=C(Br)Br)C4=CC(=O)CC[C@]4(C)[C@H]3C(=O)C[C@@]21C	85	96	102	94	91	73	68	96
CCCCN(CCCC)CCCn1c(=O)c2sc3ncccc3c2n2nnc(-c3ccccc3)c12	108	81	97	99	118	·	48	103
O=c1[nH]c2nc3ccccc3c(=O)[nH]n-2c1=O	100	99	99	99	·	107	84	100
O=C(c1ccncc1)N1N=C(c2ccc(F)cc2)C[C@H]1c1cn(-c2ccccc2)nc1-c1ccccc1	89	86	98	84	123	91	80	84
Cc1cccc(C(C(C(=O)c2ccccc2)N2CCOCC2)N2CCOCC2)c1 (stereo not given)	107	101	117	100	112	108	88	92
CC[C@@H](C)C[C@H](C)C(=O)c1c(O)cc[nH]c1=O	109	101	104	108	118	105	95	99
N#CCCN(CCC#N)/N=N\c1nc[nH]c1C(N)=O	157	·	156	99	118	105	91	95
COc1cc(CNC(=O)Cc2ccccc2)ccc1OCc1cn(-c2ccc(Cl)cc2)nn1	100	104	106	92	117	·	94	·
O=C(NNC(=S)Nc1ccccc1)c1ccc(Nc2ncnc3c2cnn3-c2cccc(Br)c2)cc1	105	107	105	96	106	101	82	106
C1CCC2(CC1)NCCO2	95	97	94	101	110	105	90	101
C=C(CNCCc1ccc(O)cc1)[C@@H]1CC[C@]2(CO)CC[C@]3(C)[C@H](CC[C@@H]4[C@@]5(C)CCC(=O)C(C)(C)[C@@H]5CC[C@]43C)[C@@H]12	45	31	90	25	67	92	27	58
O=C1OCC2=C1C(c1cccc(Cl)c1)c1cc3c(cc1N2CCO)OCO3 (stereo not given)	36	44	31	43	58	19	45	65
COc1ccc(/C=C2\SC(=Nc3ccc(F)cc3)NC2=O)c(OC)c1	98	·	102	91	110	102	127	92
CCCCN(CCCC)CCCNc1c2c(nc3ccc(Cl)cc13)CCCC2	-70*	80	84	93	86	105	73	85
COC(=C(C#N)C#N)N1CCOCC1	93	112	105	102	98	97	98	110
CCCCCCCCCCCCCCCCCC[N+](C)(C)CC(=O)[O-]	92	52	59	98	31	76	65	106
COc1ccc(-c2c(NC(=O)Nc3ccc(Br)cc3)cnn2-c2ccc(S(N)(=O)=O)cc2)cc1	93	93	104	104	104	104	77	95
CC12CCC(c3sc(N)c(C#N)c31)C2(C)C (stereo not given)	91	·	105	91	144	98	77	105
CCCCCCCCCCCCCC[n+]1ccc2c(C)c3c(c(C)c2c1)c1cc(O)ccc1n3CC	-73*	-76*	-61*	-75*	-47*	-19*	-1.4*	-60*
CC(C)c1ccc(C(=O)OC2CCCCC2)cc1	104	102	94	108	·	107	91	110
COC(=O)C1=C(C(=O)c2ccc(OC)c(OC)c2)C(c2cc(OC)c(OC)c(OC)c2)C(C#N)=C(N)O1 (stereo not given)	104	101	102	·	95	99	89	100
O=C(O)c1ccc(NC2(C(=O)O)CCCC2)cc1	105	99	103	102	103	128	85	110
CN(C)c1nc(-c2ccco2)n2nc(-c3ccc(Cl)cc3)cc2n1	43	56	90	87	23	46	21	-10*
C1COC(C2OCCO2)C1 (stereo not given)	103	103	103	100	105	103	90	102
O=C(/C=C/c1cn(-c2ccccc2)nc1-c1cccc(Nc2ccnc3cc(Cl)ccc23)c1)c1ccc(Br)cc1	92	101	95	93	134	102	89	137
CC1(C)OC2OC(COC(=O)c3ccccc3)C(=O)C2O1 (stereo not given)	109	82	98	102	100	102	95	99
COc1ccc(C(=O)COc2ccc3c(c2)O/C(=C\c2ccc(OC)c(OC)c2)C3=O)cc1	99	94	87	115	135	111	62	106
CCN(CC)CC#CCOC(=O)[C@]1(C)CCC[C@]2(C)[C@H]3C[C@H]4C(C(C)C)=C[C@]3(CC[C@H]21)[C@@H]1C(=O)CCC(=O)[C@@H]14	54	64	62	57	95	78	51	36
NNC(=O)NC(N)=O	95	96	100	112	101	106	103	109
CCCCCSc1nnc(-c2c(C)nc3ccc(Cl)cn23)o1	76	61	99	87	109	·	56	92
CC(C)CC(C(=O)NC1CCCCC1)N1C(=O)c2ccccc2C1=O (stereo not given)	103	102	99	95	99	108	88	102
Cc1ccnc(NS(=O)(=O)c2ccc(Nc3ccnc(SCC(=O)c4ccc([N+](=O)[O-])cc4)n3)cc2)n1	109	105	105	105	112	106	62	108
CN(C)c1ccc(/C=N/NC(=O)c2cc(-c3nc4ccccc4[nH]3)nc3ccccc23)cc1	91	88	111	96	93	104	65	88
Cc1ccccc1NC(=O)Oc1ccc(Cl)cc1Cl	104	103	103	100	96	105	84	110
COC(=O)Nc1nc2ccc(Sc3ccccc3)cc2[nH]1	34	30	·	45	66	13	35	49
COc1ccc(CCNC(=O)CC(C)=O)cc1	105	104	97	101	120	100	95	107

Compounds from the list above that have bromine, in the order listed:
SMILES	786-0	IGROV1	OVCAR-5	SN12C	TK-10	SK-OV-3	UO-31	OVCAR-4
Brc1sc(Br)c(Br)c1Br	104	118	120	86	107	109	87	101
CNC1=C(Br)C(=O)c2c(C(=O)OC)c(C)nc(C)c2C1=O	102	68	97	45	132	116	77	35
CC(C)(C)OC(=O)CN1CCc2c(sc3ncnc(N/N=C/c4cccc(Br)c4)c23)C1	60	42	65	60	66	74	31	59
BrC1C2CCC(C2)C1Br (stereo not given)	100	101	107	102	101	121	95	116
Nc1nc2c(N=Nc3ccc(Br)cc3)c(N)nn2c(-c2ccc(Cl)cc2)c1-c1nc2ccccc2s1	97	100	98	88	98	97	95	101
O=c1[nH]c2ccc(Br)cc2c(O)c1C(c1ccc(Cl)cc1)c1c(O)c2cc(Br)ccc2[nH]c1=O	92	80	101	89	108	82	59	81
CC(=O)OCC(=O)[C@@]1(O)CC[C@H]2[C@@H]3CC(=C(Br)Br)C4=CC(=O)CC[C@]4(C)[C@H]3C(=O)C[C@@]21C	85	96	102	94	91	73	68	96
O=C(NNC(=S)Nc1ccccc1)c1ccc(Nc2ncnc3c2cnn3-c2cccc(Br)c2)cc1	105	107	105	96	106	101	82	106
COc1ccc(-c2c(NC(=O)Nc3ccc(Br)cc3)cnn2-c2ccc(S(N)(=O)=O)cc2)cc1	93	93	104	104	104	104	77	95
O=C(/C=C/c1cn(-c2ccccc2)nc1-c1cccc(Nc2ccnc3cc(Cl)ccc23)c1)c1ccc(Br)cc1	92	101	95	93	134	102	89	137

Rows were taken by chance, and some 8.7% of all compounds hit somewhere here.
